# Assay outcomes from PubChem.
# FXIIa inh 1536 – factor XIIa (human) inhibition | purified FXIIa, Boc-QGR-AMC fluorogenic substrate, 2 h | inhibition, % at 5 µM | actives 0.3% (n = 220,000) | AID 800; in the data active = inhibition above about 40%;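 also: 0% = enzyme with no compound and 100% = blank without enzyme; many of its hits are not listed in these tables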
# FXIa inh – factor XIa (human) inhibition; P03951; purified FXIa, Boc-Glu-Ala-Arg-AMC fluorogenic substrate; inhibition, % at 5 µM; actives 0.14% (n = 220,000); AID 798;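 active = inhibition of at least 40%; inactive = inhibition below 40%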;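 also: fluorescence of freed AMC excited at 355 nm; 0% = enzyme without compound and 100% = no enzyme blank; many of its hits are not listed in these tables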
# Furin inh – human furin inhibition; inhibition, % at 30 µM; P09958; purified furin, fluorogenic substrate cleavage; AID 463115; actives 0.061% (n = 220,000); in the data active = inhibition above about 25%; also: inactives centre near -15
# Target sequence (P09958 108-714 limits assumed): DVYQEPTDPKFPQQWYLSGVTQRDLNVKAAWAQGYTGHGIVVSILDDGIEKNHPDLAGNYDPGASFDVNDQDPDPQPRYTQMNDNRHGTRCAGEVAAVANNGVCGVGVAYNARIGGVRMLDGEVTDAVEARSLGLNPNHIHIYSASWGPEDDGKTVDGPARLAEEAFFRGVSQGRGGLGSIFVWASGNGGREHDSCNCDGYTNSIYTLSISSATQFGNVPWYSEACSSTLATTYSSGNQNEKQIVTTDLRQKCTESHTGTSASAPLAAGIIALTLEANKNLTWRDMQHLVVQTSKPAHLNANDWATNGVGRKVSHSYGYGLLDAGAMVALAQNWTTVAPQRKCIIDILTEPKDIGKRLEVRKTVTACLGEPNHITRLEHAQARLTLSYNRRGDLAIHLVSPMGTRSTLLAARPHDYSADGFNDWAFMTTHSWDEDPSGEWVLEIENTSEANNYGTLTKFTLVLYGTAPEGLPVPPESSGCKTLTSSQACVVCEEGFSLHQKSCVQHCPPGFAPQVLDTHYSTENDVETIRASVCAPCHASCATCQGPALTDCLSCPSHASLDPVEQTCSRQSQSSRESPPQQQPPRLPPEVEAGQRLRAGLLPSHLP
# PERK inh – human PERK inhibition, primary cell-based screen. inhibition, % at 5.6 µM. actives 0.17% (n = 220,000). Q9NZJ5. CHO PERK-DD fusion, SEAP luminescence translation reporter;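 active = inhibition above the mean inhibition of all tested compounds plus 3 SD, set separately per screening campaign, cut at about 2.9% in these data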;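 also: PERK kinase domain activated by AP20187 dimerizer at 100 nM; 0% = DMSO with dimerizer and 100% = rapamycin at 8.4 µM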
# hK5 inh – kallikrein 5 (human) inhibition; Q9Y337; recombinant hK5, fluorogenic AMC substrate cleavage; inhibition, % at 5 µM; actives 0.59% (n = 210,000);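 active = inhibition of 40% or more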;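 also: 0% = enzyme controls without compound and 100% = no-enzyme blanks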
# Target sequence (Q9Y337 67-293 limits assumed): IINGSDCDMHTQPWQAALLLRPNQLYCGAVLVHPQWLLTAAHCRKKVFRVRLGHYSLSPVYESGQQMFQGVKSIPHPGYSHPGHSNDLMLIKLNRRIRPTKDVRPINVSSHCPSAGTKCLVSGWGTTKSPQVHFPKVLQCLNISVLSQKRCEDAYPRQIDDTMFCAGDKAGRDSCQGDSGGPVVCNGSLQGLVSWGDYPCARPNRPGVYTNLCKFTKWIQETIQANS
# p97 ATPase inh – inhibitors of human p97 ATPase. P55072. recombinant p97 ATPase, Kinase-Glo ATP luminescence, 3 h. inhibition, % at 8 µM. actives 0.42% (n = 220,000). AID 1481; in the data active = inhibition above about 15%;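 also: 0% = DMSO vehicle and 100% = wells lacking enzyme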
# Wee1 stabilizer – human Wee1 degradation inhibition, primary screen; actives 1.2% (n = 220,000); P30291; reporter increase, % at 5 µM; HeLa Luc-Wee1K328M stability, luciferase luminescence; 100% = proteasome inhibitor MG132 effect;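 active = activation above the mean of all tested compounds plus 3 SD, set per screening run, cut at about 8.8% in these data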;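 also: cells exposed to compound for 20 h before luminescence read; 0% = DMSO alone and 100% = MG132 at 30 µM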
# Thrombin inh – blocks human thrombin protease activity | P00734 | alpha-thrombin, Boc-VPR-AMC fluorogenic substrate cleavage | inhibition, % at 5 µM | actives 0.26% (n = 220,000) | AID 1046;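 active = inhibition at or above 40%; inactive = inhibition below 40%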;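 also: 0% = enzyme with no compound and 100% = wells without enzyme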
#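 System: human alpha-thrombin protein; Compound dosing: one concentration per compound, 5 µM, with 0.2% DMSO; Timing: reaction at room temperature; Technique: AMC fluorescence, 355/460 nm; Controls: enzyme without compound as high, wells lacking enzyme as low.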
# Cl transport mod – KCC2 (human) Cl- transport modulation | KCC2 cells, thallium flux FluoZin-2 fluorescence | B-score of Tl+ flux slope (higher = more flux/activation; lower = inhibition) at 10 µM | actives 2.2% (n = 190,000) | AID 1456;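 active = thallium flux slope and its plate-corrected score both differing from the plate sample mean at a set confidence after two filtering rounds, in either direction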;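 also: slope of fluorescence scaled to starting intensity during 10 to 20 s after thallium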
# * marks the source's active call; other numbers are inactive results; / = not tested or not shown; [ ] = remark or other dose.
SMILES,FXIIa inh 1536,FXIa inh,Furin inh,PERK inh,hK5 inh,p97 ATPase inh,Wee1 stabilizer,Thrombin inh,Cl transport mod
CC12CC(NC(=O)N1c1ccc(C(=O)N3CCN(c4ccccn4)CC3)cc1)c1ccccc1O2 (stereo not drawn),14,13,-17,1.5,-19,0,-4,3,-0.62
CC(=O)Nc1ccc(S(=O)(=O)NCc2ccc(C)cc2)cc1,8,-6,-20[20 µM],-0.9,4,-2,0,-2,/
O=C(NC1=NCCS1)c1ccc(N2CCCC2=O)cc1,3,-3,-11,1.3,-1,6,0,-3,-0.45
CCOC(=O)c1nc(C)n(-c2cc(Cl)cc(Cl)c2)n1,-13,-2,-16[20 µM],0.0,2,1,1,-10,0.89
CCNC(=O)NC(=O)C(C)OC(=O)CCCSc1nc2ccccc2s1 (stereo not drawn),15,8,-5,0.6,-16,1,2,-2,0.35
COC(=O)c1ccc(CNC(=O)COC(=O)C2CCC(C(C)(C)C)CC2)cc1 (stereo not drawn),1,-8,-23,1.3,-25,2,2,-6,0.47
CCOc1ccc(/C=N/NC2=NCCCCC2)cc1,6,-9,-16,0.4,-4,3,-2,-6,0.54
Cc1ccc(S(=O)(=O)N2CCSC2c2ccco2)cc1 (stereo not drawn),6,17,-26,0.7,-3,2,-1,1,/
COCCCNC(=O)C1CC(=O)OC1c1ccc(OC)c(OC)c1 (stereo not drawn),31,12,-8[20 µM],1.5,32,2,-1,29,0.56
O=C(CN1C(=O)c2ccccc2C1=O)NCc1ccncc1,-8,-11,-8,0.9,-3,4,0,-3,-0.39
CCC(C)(C(=O)NC1CCCCC1)N(C(=O)C1CCC(=O)N1)c1ccc(C)cc1 (stereo not drawn),-8,1,-17,-0.6,-17,1,-2,-5,0.36
COc1cc(/C=N/N2C(C)CCCC2C)cc(Br)c1O (stereo not drawn),4,-4,-23,0.8,-1,0,-2,-8,0.8
O=C(CSc1ccccn1)N/N=C/c1c[nH]c2ccccc12,-2,1,-7,0.2,-4,0,-2,-11,-1.7
Cc1cccc(C(=O)N2CCN(c3ccc([N+](=O)[O-])c(NCc4ccco4)c3)CC2)c1,18,7,-8,-1.4,1,-4,-1,4,-1.1
CCOC(=O)c1c(NC(NC(=O)C(C)C)C(Cl)(Cl)Cl)sc2c1CCC2 (stereo not drawn),9,5,1,-0.6,-18,-1,-1,0,-0.72
Fc1cc(F)c2nc(Nc3nc4c(F)cccc4s3)sc2c1,9,6,-11,-1.0,-36,-5,-1,35,69*
OC(CNCCCN1CCCCC1)COc1ccccc1 (stereo not drawn),-1,1,-21,1.9,-8,7,1,0,/
CCC(CC)NC(=O)c1cc([N+](=O)[O-])ccc1N1CCOCC1,6,1,-15,0.3,-3,4,-3,-9,0.01
COc1ccccc1N(C)S(=O)(=O)c1ccc(C(=O)NCC(C)C)cc1,12,3,-2[20 µM],-0.1,7,-7,1,1,-0.076
Cn1c(NC(=O)C2CCCC2)cc(=O)n(C)c1=O,10,-3,-18,0.5,-9,-2,3,-6,0.0017
CCCOc1ncnc2c1[nH]c1ccc(OC)cc12,8,11,-6,1.0,1,9,-1,0,0.4
CC(=C/c1ccco1)/C=N/N1CCN(c2ccccc2)CC1,10,13,-4[20 µM],1.2,2,-4,5,0,-0.15
CCOc1cc(CNCCc2ccc(S(N)(=O)=O)cc2)ccc1OCC(=O)NC(C)(C)C,2,-7,-13[20 µM],-0.1,0,0,-2,-2,0.23
CCOc1ccc(/C(C)=N/NC(=O)C(OC)c2ccccc2)cc1 (stereo not drawn),4,-2,-25,0.5,-19,5,-3,-2,/
CC(C)CCNC(=O)C1CCC(CNc2c(N3CCC(C)CC3)c(=O)c2=O)CC1 (stereo not drawn),8,1,-22,1.7,1,1,-1,0,0.28
CCOc1ccc(Cn2c(=O)oc3ccc(C)cc32)cc1OC,18,10,-17,-0.6,-5,4,-2,5,/
O=C(N1CCN(c2ccccc2F)CC1)C12CC3CC(CC(C3)C1)C2,-1,4,-17[20 µM],-0.7,3,-2,-1,-2,/
CCCC(=O)NCCCc1nc2ccccc2n1C,16,2,-19,1.1,-6,1,0,-3,0.0055
Cc1cc(N(C)C)c(C#N)c(N2CCCCC2)n1,12,8,-24,0.8,-1,0,-1,-3,/
Cn1ncc(Cl)c1C(=O)N1CCN(c2ncccn2)CC1,/,3,-29,0.5,6,0,1,-2,-0.74

# Another view of 6 compounds above.
SMILES	FXIIa inh 1536	FXIa inh	Furin inh	PERK inh	hK5 inh	p97 ATPase inh	Wee1 stabilizer	Thrombin inh	Cl transport mod
CCOc1ccc(Cn2c(=O)oc3ccc(C)cc32)cc1OC	18	10	-17	-0.6	-5	4	-2	5	/
CCCOc1ncnc2c1[nH]c1ccc(OC)cc12	8	11	-6	1.0	1	9	-1	0	0.4
Cn1ncc(Cl)c1C(=O)N1CCN(c2ncccn2)CC1	/	3	-29	0.5	6	0	1	-2	-0.74
CCCC(=O)NCCCc1nc2ccccc2n1C	16	2	-19	1.1	-6	1	0	-3	0.0055
Cc1cc(N(C)C)c(C#N)c(N2CCCCC2)n1	12	8	-24	0.8	-1	0	-1	-3	/
O=C(N1CCN(c2ccccc2F)CC1)C12CC3CC(CC(C3)C1)C2	-1	4	-17[20 µM]	-0.7	3	-2	-1	-2	/

# The results go on:
SMILES,FXIIa inh 1536,FXIa inh,Furin inh,PERK inh,hK5 inh,p97 ATPase inh,Wee1 stabilizer,Thrombin inh,Cl transport mod
COCCCN=Cc1c(-c2ccccc2)[nH]n(-c2nc3ccccc3s2)c1=O,11,1,0,-1.7,2,-1,-3,0,0.026
CC(=O)Nn1cnc2c(c1=O)C1(CCCCC1)Cc1ccccc1-2,12,3,-14[20 µM],0.1,7,-1,-1,1,1.5
Cc1cccc2cc(CN(CCc3ccccc3)C(=O)N3CCOCC3)c3nnnn3c12,2,0,-32,-0.4,7,5,-3,4,0.028
N#Cc1c(C(F)(F)F)cc(-c2cccs2)nc1SCc1cccnc1,-7,1,-68[20 µM],0.4,2,-2,-1,2,0.085
Cc1cc(C)c2c(C)nn(C3CCCCC3)c2n1,11,1,-25[20 µM],0.8,3,2,-2,-1,-0.87
c1ccc(C(Cc2nc(-c3cccnc3)no2)c2ccccc2)cc1,7,-7,-38,0.1,-7,-2,0,-10,0.018
O=C(c1ccccc1Cl)N(C(=O)c1ccccc1Cl)c1nccc(-c2cccs2)n1,5,-2,6[20 µM],0.2,-23,-4,-1,-8,/
N#Cc1c(N)sc(=S)c2c1CCN(Cc1ccccc1)C2,5,-4,/,/,-7,/,/,-3,/
CC12CCC(C(=O)Nc3ccccc3Br)(C/C1=N\O)C2(C)C (stereo not drawn),2,5,-15[20 µM],0.5,4,3,1,0,0.12
Cc1ccc(C)n1-c1ccc(C(=O)/C=C/N(C)C)cc1,6,0,-28,1.5,0,5,1,-1,-0.042
CCOC(=O)c1[nH]c(C)c(C(=O)N(C)C)c1C,16,7,-24[20 µM],0.9,-4,0,-1,2,-0.37
CC1=C(C(=O)OC(C)C)C(c2ccc(C)o2)NC(=O)N1 (stereo not drawn),2,-6,-26[20 µM],-0.5,-8,3,-1,-6,0.73
CC1CCCN(C(=O)C2(NC(=O)Nc3cccc(F)c3)CCCCC2)C1 (stereo not drawn),-2,0,-26,0.5,-3,3,0,-2,0.84
O=Cc1sc(N2CCOCC2)nc1-c1ccccc1,8,4,4,1.1,-1,0,1,-1,-0.52
Cc1c(O)ccc2c(CN3CCN(CCO)CC3)cc(=O)oc12,12,11,-33,-0.6,-23,2,-2,-1,0.37
COc1ccc(NC(=O)CSc2nnc(Cc3cccn3C)n2-c2ccc(C)cc2)cc1OC,27,21,-16,-0.4,-9,3,-1,1,/
Cc1ccc2c(C)cc(=S)[nH]c2c1,15,7,-14,-0.4,3,1,1,11,29*
CCOC(=O)CNC(=O)CCCCCC(=O)NCC(=O)OCC,11,-11,-21,1.1,-7,6,3,1,0.14
CS(=O)(=O)N1CCc2cc(-c3csc(NC(=O)C(c4ccccc4)c4ccccc4)n3)ccc21,22,10,-19[20 µM],-2.7,-4,-2,5,7,/
CCOC(=O)c1ccc(NS(C)(=O)=O)cc1,8,-13,-4[20 µM],-0.1,-24,-8,-2,-2,0.84
COC(=O)C(C)Oc1ccc2c(-c3cccc([N+](=O)[O-])c3)cc(=O)oc2c1 (stereo not drawn),14,8,9[20 µM],-0.3,5,1,0,1,0.4
CC(=O)Oc1ccc(C2(C)CC(C)(C)NC(=S)N2C)c(OC(C)=O)c1 (stereo not drawn),2,-4,-15,1.3,-1,3,0,-14,2.4
CN(C1=NC(=O)C(CC(=O)Nc2ccc(Br)cc2)S1)c1ccc(O)cc1 (stereo not drawn),-23,-5,-13[20 µM],1.4,-12,4,4,-7,/
COc1ccccc1NC(=O)Nc1ccnn1C1CCCCC1,11,-9,-11,0.4,-14,0,2,0,0.94
CCOC(=O)C1CCN(C(=O)Cc2ccc(OC)c(OC)c2)CC1,20,17,12,-1.4,16,-6,1,13,-0.044
Cc1ccc(S(=O)(=O)N(CC(=O)NCc2ccncc2)C2CCCCC2)cc1,7,-2,-16,-0.9,-16,-1,1,2,-0.18
CCOc1ccccc1NC(=O)CSc1ccccc1,6,-3,-16,-0.2,-22,-5,4,-3,0.32
CSc1ncc(CN2CCN(C3CCCC3)C(CCO)C2)cn1 (stereo not drawn),11,4,-18,1.3,/,3,2,4,-0.24
COc1cc(/C=N/NC(=S)Nc2cccc(S(=O)(=O)N(C)C)c2)ccc1O,4,4,-6,0.2,-10,6,0,-4,-3.4*
C=CCn1c(N)c(S(=O)(=O)c2cccs2)c2nc3ccccc3nc21,12,6,-52,-1.7,-71,7,3,-1,-0.29
Cc1cccc(C)c1OCC(O)Cn1c2ccccc2c2ccccc21 (stereo not drawn),12,4,-6[20 µM],1.0,5,0,-1,3,1.1
CCC12CC3CC(C1)CC(C(=O)Nc1nn[nH]n1)(C3)C2,14,0,-6[20 µM],1.1,22,-2,0,-1,/
COc1cccc(C(=O)NCCCN2CCN(CCCNC(=O)c3cccc(OC)c3)CC2)c1,2,4,-29,0.0,-13,4,1,-2,-0.63
CCCCCCCCn1c(=O)c(C(=O)OC)c(N)c2ccccc21,4,0,-16,0.8,-1,-5,0,-3,-2.4
CC1=CC(C)(C)N(C)C(=O)N1c1ccc(Cl)cc1,13,1,-18[20 µM],1.0,-23,-2,-3,4,0.092
Cc1cc2c(cc1C)/C(=C\C(N)=O)NC(C)(C)C2,1,-4,-13,0.9,-7,0,3,-4,0.45
O=[N+]([O-])c1cccc(Cl)c1NCCNS(=O)(=O)c1ccccc1,18,3,-14[20 µM],0.7,3,3,1,7,0.45
N#C/C(=C/c1ccc(-c2cc(C(=O)O)cc(C(=O)O)c2)o1)c1nc2ccccc2s1,11,3,4,0.6,9,1,-2,-2,0.16
O=C(NCc1ccco1)c1cc(-c2ccccn2)nc2ccccc12,-8,-6,-11,-0.4,-14,1,-1,-3,-0.33
CC1(C)Cc2nc3sc(C(N)=O)c(N)c3cc2CO1,6,1,-12,1.2,0,3,2,0,1.1
Cc1ccc2c(N)c(C)ccc2c1,0,-6,-24,-1.3,1,-4,-1,-5,/
CCOc1cc(C(=O)Nc2ccncc2)cc(OCC)c1OCC,1,-5,-23,-0.1,3,7,-2,14,0.66
COc1ccccc1CNc1ccc(C(=O)O)cc1,5,-8,-6[20 µM],-0.5,2,-2,2,-3,0.01
O=C(Nc1n[nH]c(C(F)(F)F)n1)C1CC1,3,-6,-6,-0.6,-3,-2,0,-1,1.1
